D2 antag: HTS Assay for Allosteric Antagonists of the Human D2 Dopamine Receptor: Primary Screen for Antagonists; 340,000 compounds, 2% hits; inhibition, % at 10 µM; HEK293 TREx D2 cells, calcium flux, dopamine EC80; in the data active means inhibition above about 30%; further: 0% is about no effect
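Compounds are added to dye-loaded, induced HEK293 T-REx cells coupled to calcium release via D2; after a 3 min kinetic read an EC80 dopamine stimulus is given and fluorescence is recorded for 3 more min.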
ERG-DNA inh: qHTS for Small Molecule Inhibitors of the ERG Ets/DNA interaction | 370,000 compounds, 0.028% hits | Transcriptional regulator ERG (Homo sapiens), P11308 | fluorescence polarization, His-ERG Ets domain / labelled DNA | Potency, µM (top dose mostly 76.9 µM), for the others: at the highest dose FP activity, negative = inhibition, most hits filed as inhibitors; active means well fitted inhibition curve with a large enough effect in the polarisation, with a control signal flat; inconclusive means small, poorly fitted or top-dose-only effect, or effect the other way, or a change in a side signal; inactive means no such curve, though single readings can be large or run the other way; the % refers to the polarisation;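 further: polarization taken with two DNA probes labelled with fluorescein and Texas red; potency means the concentration at half of the fitted maximal effect; % of control where 0% means no effect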
Target sequence (P11308 whole entry, looked up, the tested form may be a part): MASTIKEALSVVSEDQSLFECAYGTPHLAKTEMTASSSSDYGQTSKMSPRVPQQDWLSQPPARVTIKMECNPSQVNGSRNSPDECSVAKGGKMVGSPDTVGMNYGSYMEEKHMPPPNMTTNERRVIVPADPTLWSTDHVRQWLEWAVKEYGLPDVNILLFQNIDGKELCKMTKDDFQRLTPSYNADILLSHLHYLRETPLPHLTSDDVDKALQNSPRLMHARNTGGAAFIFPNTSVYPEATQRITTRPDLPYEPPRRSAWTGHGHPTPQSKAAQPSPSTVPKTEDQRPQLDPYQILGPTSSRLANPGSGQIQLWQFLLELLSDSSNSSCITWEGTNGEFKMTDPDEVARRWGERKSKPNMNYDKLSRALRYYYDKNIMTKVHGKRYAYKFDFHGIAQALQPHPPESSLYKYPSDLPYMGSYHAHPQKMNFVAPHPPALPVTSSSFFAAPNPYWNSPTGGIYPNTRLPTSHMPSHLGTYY
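His-tagged ERG Ets domain (1 uM in the protein solution; 300mM KCl, 50mM Tris-HCl, 1mM EDTA, 1mM DTT, pH 7.5) received compound, then a probe mix of 5 nM fluorescein-DNA and 100nM Texas-615-DNA. Fluorescence polarization was read for both dyes.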
Vif-APOBEC3G blk: qHTS for Inhibitors of Vif-A3G Interactions: qHTS. HeLa A3G-eYFP + Vif (tagged APOBEC3G with the HIV-1 protein that degrades it), YFP fluorescence, overnight. Potency, µM (series often up to 46.1 µM), without a hit: at the top dose activity, negative = active, most hits filed as inhibitors. AID 602310, 2012. 410,000 compounds, 0.076% hits;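 further: potency means the concentration at half of the fitted maximal effect; on the % scale 0 is the no-effect control and ±100 the full control effect; nearly all actives have a fitted effect of over 60% in size; hits raise eYFP signal because A3G escapes Vif-driven loss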
Target sequence (Q9HC16 whole entry, looked up): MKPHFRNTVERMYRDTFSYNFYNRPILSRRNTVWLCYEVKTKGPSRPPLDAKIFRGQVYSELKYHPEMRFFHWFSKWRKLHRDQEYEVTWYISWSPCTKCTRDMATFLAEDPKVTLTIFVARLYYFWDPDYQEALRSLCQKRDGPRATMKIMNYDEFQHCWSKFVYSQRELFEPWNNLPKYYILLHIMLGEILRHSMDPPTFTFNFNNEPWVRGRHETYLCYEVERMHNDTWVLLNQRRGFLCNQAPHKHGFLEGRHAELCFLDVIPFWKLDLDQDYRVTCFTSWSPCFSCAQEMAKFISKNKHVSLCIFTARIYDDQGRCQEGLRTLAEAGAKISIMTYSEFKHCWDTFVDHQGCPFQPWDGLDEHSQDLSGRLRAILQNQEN
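Read-out is eYFP fluorescence (Ex 488/Em 500-530) from Vif-expressing HeLa A3G-eYFP cells; more signal means A3G escaped Vif-mediated degradation. Cells plated overnight, compound pinned in, incubated overnight at 37 deg C.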
LDHA inh: qHTS assay for inhibitors of human lactate dehydrogenase; purified LDHA, NADH/diaphorase-resazurin fluorescence; stronger effect = lower value; activity change, % (values are at about 110 or 230 µM); 480,000 compounds, 0.15% hits; AID 1347041, 2019; in the data active means activity change below about -30%; inconclusive means mostly about -25% to -30%;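 further: plate controls were DMSO wells for no effect and wells without enzyme for full effect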
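Resorufin fluorescence (ex540/em590), read at 0 and 20 min after diaphorase/resazurin addition, reports the NADH left after a 5 min room-temperature reaction of 2 nM human LDH5 with 0.06 mM NADH and 0.2 mM pyruvate.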
GRP78 ERSR act: qHTS for Inducers of the Endoplasmic Reticulum Stress Response (ERSR) in Human Glioma: qHTS | U87-MG GRP78 promoter luciferase reporter, 16 h | Potency, µM, for the others: at the top dose activation, most hits filed as activators | 420,000 compounds, 0.02% hits; further: potency means the concentration at half of the fitted maximal effect; series mostly up to about 76 µM; % of control where 0% means no effect; nearly all actives have a fitted effect of over 35% in size
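Stably transfected U87-MG human glioma cells carrying a GRP78-based luminescent sensor were seeded at 1000 cells/well, pin-dosed with compounds and incubated 16 h. Luciferase reagent was then added, and end-point luminescence was read after 10 min at room temperature.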
Vif-A3F inh: qHTS for Inhibitors of Vif-A3F Interactions: qHTS; HeLa A3F-eYFP + Vif (tagged APOBEC3F with the HIV-1 protein that degrades it), YFP fluorescence increase; Potency, µM (doses to about 46.1 µM), without a hit: top-dose activity, negative = active; 390,000 compounds, 0.2% hits; AID 602313, 2012; further: potency means the concentration at half of the fitted maximal effect; % of control where 0% means no effect; nearly all actives have a fitted effect of over 65% in size
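Fluorescence increase (Ex 488/Em 500-530) after overnight compound treatment at 37 deg C flags inhibition of Vif-driven A3F-eYFP loss in stable HeLa A3F-eYFP/Vif cells seeded overnight beforehand.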
RGS4 inhibitor: Inhibitors of Regulator of G Protein Signaling (RGS) 4: qHTS. Potency, µM (series often up to 114 µM), inactives show top-dose activity change, negative = inhibition, most hits filed as inhibitors. AID 504845, 2011. Transcreener GDP fluorescence polarization, RGS4-accelerated GTP hydrolysis. 390,000 compounds, 0.039% hits. Regulator of G-protein signaling 4 (Homo sapiens), P49798; further: potency means the concentration at half of the fitted maximal effect; on the % scale 0 is the no-effect control and ±100 the full control effect; nearly all actives have a fitted effect of over 75% in size; some results filed as inactive show a strong effect at the top dose
Target sequence (P49798 whole entry, looked up): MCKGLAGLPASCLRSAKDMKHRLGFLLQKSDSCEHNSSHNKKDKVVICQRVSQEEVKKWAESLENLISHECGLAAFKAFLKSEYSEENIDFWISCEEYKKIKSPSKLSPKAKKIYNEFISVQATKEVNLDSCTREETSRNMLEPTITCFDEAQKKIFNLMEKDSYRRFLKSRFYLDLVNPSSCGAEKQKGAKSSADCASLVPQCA
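MLSMR compounds (23 nl, pin-transferred) preincubated 10 min at room temperature with a 500nM (2x) first reagent, then RGS4 at 900nM (2x) plus Transcreener GDP mix added; fluorescence polarization (620/688 nm) read before and after 90 min at 30 °C.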
D2 ag: HTS Assay for Allosteric Agonists of the Human D2 Dopamine Receptor: Primary Screen for Agonists; 340,000 compounds, 0.53% hits; activation, % at 2 µM; HEK293 T-REx D2 cells, calcium flux agonist mode; AID 485358, 2010; D(2) dopamine receptor (Homo sapiens), P14416;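 active means activation over 3 SD above normal in the single-dose calcium agonist read, cut at about 30% in these data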; further: 0% is about no effect
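In this primary screen, compounds producing a positive calcium signal within 180 s of addition to tetracycline-induced, force-coupled HEK293 Trex D2 cells are flagged; cells are dye-loaded with a no-wash calcium kit beforehand.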
ALOX12 inh: Primary qHTS assay for inhibitors of human arachidonate 12S-lipoxygenase (ALOX12): Round 2. Potency, µM (highest dose often 108 µM), for inactives: top-dose activity change, negative = inhibition, actives largely listed as inhibitors. 580,000 compounds, 1.1% hits. Polyunsaturated fatty acid lipoxygenase ALOX12 (Homo sapiens), P18054. purified 12hLO, xylenol orange hydroperoxide absorbance; further: potency means the concentration at half of the fitted maximal effect; on the % scale 0 is the no-effect control and ±100 the full control effect
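Purified human 12hLO (150 nM final) in 25 mM Hepes, 0.01% Triton X-100, pH 7.0 was preincubated 15 min at room temperature with compound. Then 40 uM arachidonic acid was added, 30 min. Hydroperoxide was read by Fe-XO absorbance ratio 573/405 nm.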
An asterisk follows results filed as active; i = inactive; ? = inconclusive; . = not tested or not shown; & = joins results of further samples; [ ] = remark or other dose. Unless noted, the call rests on the fitted dose curve; in most records, active means well fitted curve in the direction sought with a large enough effect; inconclusive means small, poorly fitted or top-dose-only effect, or another doubt; inactive means no such curve, though single readings can be large; an effect the other way counts as inactive or inconclusive. Only part of the results is shown, so the mix of outcomes need not match the whole.

Sample of the layout (two entries):
Compound,D2 antag,ERG-DNA inh,Vif-APOBEC3G blk,LDHA inh,GRP78 ERSR act,Vif-A3F inh,RGS4 inhibitor,D2 ag,ALOX12 inh
CC1(C)C(c2ccccc2)=NC(c2cccnc2)N1O (stereo not drawn),1,12%,-7%,12,4%,-6%,-39%,1.0,-16%
CC1(C)CC(=O)C(C=NCCN2CCN(C(=O)Cc3ccc(Cl)cc3)CC2)=C(O)C1,6,3%,-1%,-7,-2%,-16%,-6%,-1.7,8%

All compounds of this part, from the start:
Compound,D2 antag,ERG-DNA inh,Vif-APOBEC3G blk,LDHA inh,GRP78 ERSR act,Vif-A3F inh,RGS4 inhibitor,D2 ag,ALOX12 inh
CC1(C)C(c2ccccc2)=NC(c2cccnc2)N1O (stereo not drawn),1,12%,-7%,12,4%,-6%,-39%,1.0,-16%
CC1(C)CC(=O)C(C=NCCN2CCN(C(=O)Cc3ccc(Cl)cc3)CC2)=C(O)C1,6,3%,-1%,-7,-2%,-16%,-6%,-1.7,8%
CC1COC2N=C(N[N+](=O)[O-])NC2O1 (stereo not drawn),-8,5%,2%,-7,-2%,4%,-4%,2.3,1%
Cc1ccnc(-n2c(C)nc3ccccc3c2=O)c1,-10,3%,1%,-6,-2%,1%,-28%[56.9 µM],1.6,0%
C=CCc1ccc(OC)cc1,7,-4%,0%,0,-5%&-8%,-8%,-3%,0.1,-11%
NC(=O)c1ccc(NC(=O)c2cccn(Cc3ccccc3)c2=O)cc1,.,0%,2%,-2,-1%,-1%,-42%,1.8,-17%
COC(=O)C1=C(c2c(C)noc2C)C[C@@H]2CC[C@H]1N2C(=O)N1CCOCC1,-4,1%,2%,2,-4%,-3%,-7%,0.5,0%
CCCCC/C=C\C/C=C\C/C=C\C/C=C\CCCC(=O)O,-8,.,.,.,?,.,i,1.6,3%[12.5 µM]
CC(NS(=O)(=O)OCC(Cl)(Cl)Cl)c1ccccc1 (stereo not drawn),8,9%,4%,-10,-6%,0%,14%,0.6,-16%
C/C(=N\NC(=S)Nc1ccccc1)c1c(O)n(C)c(=O)n(C)c1=O,-11,1%,-6%,4,9%,-6%,-28%[11.4 µM],0.1,-8%
Cc1ccc(S(=O)(=O)N2CC2(C)CCl)cc1 (stereo not drawn),2,6%,-2%,-7,6%,2%,39%,-0.2,2%
CCC(=O)N1CC(=O)Nc2ccc(Cl)cc2C1c1ccc(F)cc1 (stereo not drawn),9,-2%,?,0,-4%,-5%,-2%,0.3,0%
C#C[C@]1(O)CC[C@H]2[C@@H]3CCC4=Cc5nc6nc7ccccc7n6cc5C[C@]4(C)[C@H]3CC[C@@]21C,-11,-12%,-6%,-3,2%,?,-34%,-1.1,-16%
COC(=O)C1C(O)C(C)C(O)C(C)/C=C\C=C(/C)C(=O)Nc2c(C)c(OC(C)=O)c3c(c2O)C(=O)C(C)=C2OCOC(=C23)/C(C)=C/C(C)(O)C(O)C(C)C1O (stereo not drawn),-12,20%,2%,8,0%,5%,-17%,1.3,?
CN1CCN(c2ccc(N)c(N3CCN(C)CC3)c2)CC1,-7,13%,1%,23,-6%,-15%,-6%,0.6,103%[activator]
O=[N+]([O-])c1cccc(CN2CC=C(c3ccc(F)cc3)CC2)c1,73*,-2%,0%,-2,-3%,0%,17%,-1.7,?
O=c1cccc2n1CC1CC2CN(CC(O)CN2CC3CC(C2)c2cccc(=O)n2C3)C1 (stereo not drawn),14,-1%,0%,-8,-4%,-7%,15%,0.6,12%
CCCCn1c(O)c(C(CC)=Nc2cccc(C(=O)O)c2)c(=O)[nH]c1=O,-5,1%,0%,3,-8%,6%,-1%,-0.3,?
CN1C(=O)/C(=C/c2ccc(Cl)s2)C(=O)NC1=S,3,46%[activator],0%,-4,4%,?,-127%[56.9 µM],0.7,4.5µM*
CN1CC=C(/C=C/c2ccc(-c3ccccc3)cc2)CC1,-9,-4%,1%,0,-9%,0%,-18%,0.8,.
CC1CN(c2cc([N+](=O)[O-])ccc2Cl)CC(C)N1 (stereo not drawn),69*,-4%,0%,-3,-2%,3%,8%,0.4,-9%
C[C@H](CO)N1C[C@H](C)[C@@H](CN(C)C(=O)Oc2cccc3ccccc23)OCc2cn(nn2)CCCC1=O,.,.,-1%,-20,-3%,-7%,.,.,8%
COc1cccc(CN2CCN(C(=O)COc3ccc4ccccc4c3)CC2)c1,-2,0%,-1%,7,6%,-7%,-22%,0.1,1%
CCNc1nc2[nH]c(=O)c3c(c2s1)OC(N)=C(C#N)C3c1cccs1 (stereo not drawn),29,9%,0%,2,4%,4%,4%,3.3,0%
O=C1OC(c2ccc(Br)cc2)=N/C1=C\N1CC2CC(C1)c1cccc(=O)n1C2 (stereo not drawn),-1,-8%,-5%,-1,0%,-30%,8%,0.3,-6%
CCCCSP1(=S)NCCCN1,0,10%,0%,-5,-3%,3%,-7%,0.4,0%
Cc1cc(C)c(NC2=NCCS2)cc1C,.,.,1%,-7,-3%,1%,.,.,-4%
Cc1ccc(NC(=O)CN2C(=O)CN=C(c3ccccc3)c3ccccc32)c(C)c1,.,-4%,0%,-12,-5%,-1%,-7%,0.4,-20%
CCC1(CC)C(=N)N(C)C(=O)NC1=O,11,0%,?,-5,-3%,10%,-42%,3.0,-10%
O=C1NC(=O)N(CCNc2ncc(C(F)(F)F)cc2Cl)C(=O)C1/C=N/OCc1c(F)cccc1Cl (stereo not drawn),5,11%,1%,-2,-2%,-7%,-16%,0.2,194%[activator]
CCC1(CC)C(=O)N(C)C(=O)NC1=NC,1,16%,1%,-10,-4%,-2%,2%,1.0,-2%
C#CC[N+]1(C)[C@@H]2CC(OC(=O)C(CO)c3ccccc3)C[C@H]1C(O)C2 (stereo partly drawn),12,12%,3%,0,1%,-6%,32%,-0.1,-12%
Cc1ccc(C(=O)Nc2ccc(-n3ccnc3P(=O)(O)c3ccccc3)cc2)cc1,-38,9%,-7%,3,-4%,-2%,14%,0.6,0%
CCN1C[C@]2(CO)CC[C@H](OC)[C@@]34C2[C@H](OC)[C@@](O)(C13)[C@@]1(O)C[C@H](OC)[C@H]2C[C@@H]4[C@@H]1[C@H]2OC,-3,-4%,-5%,-2,-4%,-2%,-11%,1.4,-8%
O=C(COc1ccc(S(=O)(=O)N2CCCCC2)cc1)N1CCN(Cc2ccccc2)CC1,3,-2%,0%,-4,-3%,3%,4%,0.3,0%
O=c1[nH]c(=S)n(-c2ccccc2)c(O)c1/C=N/N1CCCCC1c1cccnc1 (stereo not drawn),-18,71%[activator],-2%,5,-1%,?,-29%,1.2,-12%
Cc1ccccc1CN1C(=O)C(C)N=C(c2ccccc2)c2ccccc21 (stereo not drawn),.,-1%,-4%,1,-3%,-5%,-6%,0.7,0%
Cc1cc(NC(=O)CCl)on1,-16,-5%,-5%,2,15%,0%,0%,0.3,-5%
COc1ccc(CCNCc2ccc3c(c2)n(C)c(=O)n3C)cc1,.,-9%,1%,-8,-3%,2%,12%,0.5,-10%
CCCCOc1ccc(C(=O)N2CC(=O)Nc3ccc(Br)cc3C2c2ccc(F)cc2)cc1 (stereo not drawn),.,?,-1%,0,-4%,-3%,22%,0.1,0%
Cc1ccc(-c2nn(Cc3ccccc3)cc2C=O)cc1,-7,13%,-17%,2,3%,9%,18%,-1.0,2%
O=[N+]([O-])c1cccc2c([N+](=O)[O-])cccc12,5,-11%,-2%,-3,-1%,2%,17%,-0.6,9%
CCN(CC)c1ccc(N=Cc2c(O)n(CCC3=CCCCC3)c(=O)[nH]c2=O)cc1,10,-2%,-5%,1,-2%,22µM*,13%,1.9,-5%
Cc1ccc(/C=C2/C(=O)NC(=O)N(CCc3ccc(F)cc3)C2=O)o1,-16,14%,-16%,-3,-2%,0%,?,0.8,?
CN(C)c1cc[n+](CC(O)C[n+]2ccc(N(C)C)cc2)cc1,-2,-11%,1%,-15,-2%,-3%,3%,0.8,-1%
COc1ccc(C(=O)OC2CC3CCC(C2)[N+]3(C)[O-])cc1OC (stereo not drawn),15,-2%,1%,0,-5%,3%,3%,0.2,24%
O=[N+]([O-])c1ccc(NCc2ccccc2)c2nonc12,44*,6.3µM*,8%,-11,-3%,5%,0%,135*,-6%
C=CC(C)C(C(=O)c1ccccc1)N(C)C (stereo not drawn),-3,9%,3%,-18,-3%,3%,4%,-0.7,-9%
COC(=O)C1C2c3ccccc3C(c3ccccc32)C1C(=O)OC (stereo not drawn),9,-6%,1%,0,-4%,-4%,10%,-0.8,0%
C[N+]12CCC(CC1)C(=C(c1ccccc1)c1ccccc1)C2,12,-2%,-42%,?,-1%,?,-14%,-3.0,35µM*
